# Source: PubChem BioAssay (Broad Institute)
# RAD54 inh = inhibitors of human RAD54 branch migration, primary screen, biochemical, fluorescence, single point. inhibition, % at 10.4 µM. AID 602329, 2012. hit rate 0.14% among 360,000. RAD54 Holliday junction branch migration, FAM/BHQ fluorescence;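 active = mean normalized replicate activity at least 40 and at least half of replicates scoring 40 or more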;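 note: 0% = median of neutral control wells and 100% = median of positive control wells; inhibitors cause a drop in the FAM fluorescence signal; in these data hits start at about 50%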
# Target sequence (Q92698 whole entry, looked up): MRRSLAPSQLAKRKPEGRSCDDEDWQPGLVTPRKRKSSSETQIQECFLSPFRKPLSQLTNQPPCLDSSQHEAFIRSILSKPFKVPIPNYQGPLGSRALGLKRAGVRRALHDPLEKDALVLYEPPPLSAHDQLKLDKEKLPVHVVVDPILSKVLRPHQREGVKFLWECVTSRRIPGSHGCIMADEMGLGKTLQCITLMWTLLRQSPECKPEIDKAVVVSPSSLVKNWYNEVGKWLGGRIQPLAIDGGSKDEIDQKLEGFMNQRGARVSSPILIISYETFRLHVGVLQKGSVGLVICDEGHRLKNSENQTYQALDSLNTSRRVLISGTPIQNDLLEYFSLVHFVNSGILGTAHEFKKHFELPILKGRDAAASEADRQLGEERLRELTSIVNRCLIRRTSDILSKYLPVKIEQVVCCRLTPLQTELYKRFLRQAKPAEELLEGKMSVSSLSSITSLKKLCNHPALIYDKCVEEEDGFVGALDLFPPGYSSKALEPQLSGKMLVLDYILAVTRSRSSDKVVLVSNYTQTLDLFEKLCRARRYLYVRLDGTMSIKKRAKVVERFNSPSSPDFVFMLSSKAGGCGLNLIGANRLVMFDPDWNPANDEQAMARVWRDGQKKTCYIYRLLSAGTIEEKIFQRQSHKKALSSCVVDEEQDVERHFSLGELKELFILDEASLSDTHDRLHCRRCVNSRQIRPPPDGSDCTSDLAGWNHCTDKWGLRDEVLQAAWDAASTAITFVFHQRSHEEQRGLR
# EWS-Fli inh = EWS/Fli-driven NR0B1 reporter inhibitors, primary screen, A673 cells, NR0B1 luciferase, luminescence, MLPCN library | AID 651661, 2012 | inhibition, % at 12.6 µM | hit rate 0.67% among 350,000 | viability-normalised;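 active = mean inhibition of at least 50% after viability correction, with every replicate also passing that limit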;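 note: firefly luciferase signal divided by Alamar Blue viability fluorescence both relative to DMSO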
# FN deposition inh = inhibitors of fibronectin matrix deposition, primary screen, AH1F cells, Alexa488-fibronectin fluorescence, plate reader. AID 743247, 2014. AH1F fibroblasts, overnight. inhibition, % at 12.6 µM. hit rate 0.086% among 350,000;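 active = mean inhibition across replicates of 30% or more, regardless of how many single replicates reach that level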;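 note: positive control wells lacked labelled fibronectin entirely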
#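 Material – AH1F fibroblast monolayer, labelled fibronectin deposition · Reagent – labelled fibronectin 24 nM · Timing – 1 h adhesion, overnight exposure · Measured by – fluorescence at 485 nm excitation, 525 nm emission · Read-out – inhibition of fibronectin deposition signal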
# RAD52 inh = RAD52 DNA annealing inhibitors, primary screen, biochemical, FRET, single point, set 2 | DNA repair protein RAD52 homolog (Homo sapiens), P43351 | recombinant RAD52 DNA annealing, FRET fluorescence | inhibition, % at 18.7 µM | hit rate 0.46% among 360,000 | AID 651710, 2012;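 active = every replicate showing at least 50% inhibition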
# Xi reactivation = activators of inactive X chromosome reactivation, primary screen, imaging, XiGFP fibroblasts, GFP high-content imaging, set 2; XiGFP mouse fibroblasts, % GFP-positive cells imaging, 3 d; cells co-treated with 5-aza-dC sensitizer; scaled so ellipticine positive control = 100%; activation, % at 7.58 µM; hit rate 0.055% among 360,000; AID 743238, 2013;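 active = mean normalized replicate activation at least 10% and every replicate at or above 10%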;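 note: 0% = median of on-plate neutral control wells and 100% = ellipticine 6 µM median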
#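 System: SV40-immortalized XiGFP fibroblast cells, line 68-5-11 / Incubation: 3-day compound exposure, then 15 min fixation at room temperature / Compound: single concentration per compound, delivered by pin transfer / Buffer or medium: DMEM plus 5-aza-dC sensitizer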
# S100A4 MyoIIA = inhibitors of S100A4-myosin IIA peptide binding, primary screen, biochemical, fluorescence polarization, TAMRA-MyoIIA peptide. Protein S100-A4 (Homo sapiens), P26447. inhibition, % at 10.7 µM. hit rate 0.14% among 360,000. AID 652163, 2013;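 active = mean inhibition of at least 70% across replicates, with every replicate also reaching that level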
# Target sequence (P26447 whole entry, looked up): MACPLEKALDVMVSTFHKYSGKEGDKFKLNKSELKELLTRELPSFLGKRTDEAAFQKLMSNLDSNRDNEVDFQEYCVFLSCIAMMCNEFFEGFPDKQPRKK
#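 assay system = human S100A4 monomer with TAMRA-labelled myosin IIA peptide | also added = labelled myosin peptide probe, 5 nM | incubation = 5 min between mix addition and reading | control set = DMSO and TFP controls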
# E-sel inducer = E-selectin induction in HUVECs, primary screen, imaging, HUVEC, immunofluorescence imaging, single point | P16581 | normalized: neutral wells 0, TNF-alpha wells 100 | activation, % at 7.58 µM | hit rate 0.37% among 260,000;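 active = mean E-selectin-positive cell signal at least 10% of the positive control, reached in at least 60% of replicates, without over 20% cell loss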;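 note: in these data hits start at about 27%; measured in HUVEC primary endothelial cells; signal is the percent of cells scored E-selectin positive by PE staining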
#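 Assay system: HUVEC, human umbilical vein endothelial cells / Amount: 3,000 HUVEC/well / Controls: TNF-alpha positive control, DMSO neutral control / Compound dosing: single concentration / Medium: EGM-2 over gelatin coat / Evaluation: percent E-selectin-positive cells / Signal: immunofluorescence imaging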
# esBAF inh = Bmi1 luciferase reporter increase in mESCs, primary screen, esBAF inhibitor project, mouse ES cells, Bmi1 luciferase knock-in, single point; 24 h; 100% = twice the neutral-well signal; reporter increase, % at 12.5 µM; hit rate 2% among 350,000; AID 602393, 2012; in the data active = activation above about 40%;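 note: 0% = median of the plate's neutral control wells and 100% = double that signal; a rise in the Bmi1 reporter signal indicates esBAF inhibition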
# * marks the source's active call; other numbers are inactive results; . = no result given.
mol	FN deposition inh	E-sel inducer	esBAF inh	RAD54 inh	S100A4 MyoIIA	RAD52 inh	Xi reactivation	EWS-Fli inh
O=C(NC1CCCCC1)N[C@H]1CC[C@@H](CC(=O)N2CCOCC2)O[C@@H]1CO	4	0.0	-4	8	-7	-9	0.0	3
O=C(COC(=O)c1ccc(=O)[nH]c1)Nc1cccc(S(=O)(=O)N2CCOCC2)c1	5	.	-8	4	-6	-8	0.0	1
CCOC(=O)c1c(NC(=O)C2C3CCC(O3)C2C(=O)O)sc2c1CCC(CC)C2 (configuration not stated)	3	.	7	5	6	-11	0.0	4
CC1CCCC(NC(=O)CN2CCN(S(=O)(=O)c3cccs3)CC2)C1C (configuration not stated)	-4	.	-4	1	-2	-12	0.2	4
O=C(C(=O)N(Cc1ccccc1)Cc1ccccc1)c1c(-c2ccccc2)[nH]c2ccccc12	9	0.0	4	2	-2	-2	0.1	5
COc1ccc(NS(=O)(=O)c2cc(NC(=O)/C=C/c3ccccc3OC)ccc2N2CCCCC2)cc1	-4	0.9	.	.	.	.	0.1	-2
O=C1[C@H](Cc2ccccc2)NCCCC[C@@H](c2ccc(Cl)cc2)N1Cc1ccccc1	-5	-0.1	-8	5	-21	-450	-0.1	6
CO[C@H]1CN(C)C(=O)c2cc(NC(C)=O)ccc2OC[C@@H](C)N(C(=O)CN(C)C)C[C@H]1C	-7	-0.1	-2	-15	-2	7	0.3	3
O=C(C[C@@H]1C=C[C@@H](NS(=O)(=O)c2ccccc2)[C@H](CO)O1)N1CCC(Cc2ccccc2)CC1	.	-0.7	.	.	2	13	-0.7	8
Cc1c(C(=O)NCCSCc2ccco2)cccc1[N+](=O)[O-]	-3	.	3	-4	.	.	-0.2	.
O=C(NCC1COc2ccccc2O1)c1cc(S(=O)(=O)N2CCOCC2)ccc1F (configuration not stated)	10	.	-5	-1	2	-44	0.3	2
COc1cc(C(=O)NCCN2CCOCC2)cc(OC)c1OC	.	.	0	5	2	-14	.	2
COc1ccc2c(n1)Sc1nc3ccccc3nc1N2	-41	-0.1	23	-33	1	-181	68*	-77
CC(C)Oc1ccc(S(=O)(=O)N2CCCCC2)cc1NC(=O)CN1CCCC1c1cccs1 (configuration not stated)	-9	.	6	.	-5	-48	-0.1	23
O=C(N[C@@H]1CC[C@@H](CC(=O)N2CCc3ccccc3C2)O[C@@H]1CO)C1CC1	-27	0.1	6	-3	-15	4	1.2	-4
CN(C)C(=O)c1ccc(-c2ccc([C@H]3[C@@H](CO)N4C(=O)CN(C(=O)C5CCC5)C[C@@H]34)cc2)cc1	-11	0.1	.	.	11	-1	0.0	1
COc1ccc(NC(=O)N(C)C[C@@H]2Oc3ccc(NS(=O)(=O)c4ccc(C)cc4)cc3CC(=O)N([C@@H](C)CO)C[C@H]2C)cc1	.	0.6	0	.	.	.	-0.6	-4
COc1ccc(NC(=O)Nc2cccc(Cl)c2Cl)c(OC)n1	-3	.	12	5	-3	-18	0.0	-19
CCOC(=O)C1CCN(Cc2cc(=O)oc3cc(C)ccc23)CC1	-2	.	2	6	-2	-18	0.0	5
O=C1NC[C@H](CCCCN2C[C@H](Cc3ccc(O)cc3)N(CC3CCCCC3)C(=O)C2=O)N(CCC2CCCCC2)C1=O	3	-0.4	.	.	-17	12	-0.2	-4
CCC(=O)N(C)C[C@H]1Oc2ncc(-c3cccc(OC)c3)cc2C(=O)N([C@@H](C)CO)C[C@@H]1C	-3	-0.3	-2	11	7	7	0.2	-3
c1coc(-c2nc(N=C3N=c4ccccc4=N3)[nH]c2-c2ccco2)c1	0	0.0	.	.	15	-3	0.0	11
CCN(C(=O)c1cc(S(=O)(=O)N2CCOCC2)cn1C)c1cccc(C)c1	7	0.0	7	1	0	-7	-0.1	3
COc1ccc(S(=O)(=O)N(C)C[C@H]2Oc3ccc(NC(=O)CCN4CCOCC4)cc3CC(=O)N([C@@H](C)CO)C[C@@H]2C)cc1	1	-0.6	-2	-12	4	5	-1.1	-5

# Part of the list above, limited to RAD52 inh:
mol | RAD52 inh
CCN(C(=O)c1cc(S(=O)(=O)N2CCOCC2)cn1C)c1cccc(C)c1 | -7
COc1ccc(S(=O)(=O)N(C)C[C@H]2Oc3ccc(NC(=O)CCN4CCOCC4)cc3CC(=O)N([C@@H](C)CO)C[C@@H]2C)cc1 | 5

# (more compounds)
mol	FN deposition inh	E-sel inducer	esBAF inh	RAD54 inh	S100A4 MyoIIA	RAD52 inh	Xi reactivation	EWS-Fli inh
O=C(C1=C(O)C(=O)N(Cc2ccco2)C1c1cccc(O)c1)c1ccco1 (configuration not stated)	1	.	3	0	-1	-18	0.0	.
Cc1ccc2nc(Cl)c(C3CC(c4cccs4)=NN3C(=O)CCCC(=O)O)cc2c1 (configuration not stated)	-5	0.1	.	.	-21	-22	0.2	-13
COc1ccc2c3c([nH]c2c1)[C@H](CO)N(C(=O)NC1CCCC1)CC31CN(S(C)(=O)=O)C1	.	1.3	.	.	-8	19	0.1	7
COCC(=O)N(C[C@H]1N[C@H](CO)[C@@H]1c1ccc(-c2cncnc2)cc1)C(C)C	-4	0.2	.	.	8	-9	0.4	.
S=c1[nH]nc(COc2ccc(Cl)cc2)n1-c1ccccc1	0	-0.4	-3	-10	-3	-8	-0.1	15
COC(=O)[C@@H](CC(C)C)N(Cc1ccccc1)S(=O)(=O)N(Cc1ccccc1)[C@@H](CC(C)C)C(=O)OC	26	-0.3	-3	-1	-2	-12	0.1	-5
O=C(/C=C/c1cc(Br)ccc1O)c1ccco1	3	-1.9	.	11	19	-9	0.0	59*
COc1cccc(C(=O)NCCCNC(=O)c2ccccn2)c1	7	0.4	-2	2	-2	-14	0.0	-6
CC(=O)c1ccc(N/N=C(/C(N)=O)C2=NC(C)(C)Cc3ccccc32)cc1	3	.	22	-8	.	.	0.3	.
Cc1ccc(C(=O)COC(=O)CNS(=O)(=O)c2ccc(C)cc2)cc1	-5	-0.2	1	9	-1	-2	0.2	2
COc1ccc(C2=Nn3c(nnc3-c3ccccc3Cl)SC2)cc1OC1CCCC1	25	.	-25	4	1	-9	0.0	-23
O=C(N[C@H]1CC[C@H](CCNS(=O)(=O)c2ccccc2)O[C@H]1CO)c1cccnc1	.	-1.6	-7	1	-14	-11	-0.6	-3
CC(=O)N1CCc2cc(S(=O)(=O)NC(CC(C)C)C(=O)N3CCCC3)ccc21 (configuration not stated)	3	0.0	1	2	0	-1	0.0	2
Cc1ccc(S(=O)(=O)N2CCN(C(=O)C3CCCC3)CC2)cc1C	9	-0.1	.	.	1	-8	0.4	-10
CCN(CC)C(=O)CSc1nc2ccccc2c(=O)n1CCC(=O)N1CCN(c2ccccc2)CC1	3	-0.4	.	.	6	1	-0.2	-5
COc1ccccc1N(CC(O)CN1C(C)CCCC1C)S(=O)(=O)c1ccccc1 (configuration not stated)	6	.	8	0	2	-12	0.0	2
CN(C)S(=O)(=O)N(CC(=O)N1CCOCC1)c1ccccc1	.	.	4	14	-5	-8	.	2
COc1ccc(-n2nnnc2SCC(=O)Nc2nnc(C)s2)cc1	2	.	-3	0	1	-1	.	.
COc1ccc(NS(=O)(=O)c2cc(NC(=O)c3ccco3)ccc2N2CCCC2)cc1	7	.	0	9	.	.	1.4	.
O=C(Nc1ccc2c(c1)[C@H]1C[C@@H](CC(=O)N3CCCCC3)O[C@@H](CO)[C@H]1O2)C1CCOCC1	.	-0.1	-5	1	-2	8	0.1	-4
CC(=O)Nc1ccc(S(=O)(=O)NCCC(=O)N2CCC(Cc3ccccc3)CC2)cc1	17	-2.2	7	-2	-2	-11	0.0	-1
COC(=O)C[C@@H]1CC[C@H]2[C@@H](COc3ccc(NC(=O)C4CCOCC4)cc3C(=O)N2C)O1	-17	0.2	2	-15	12	2	0.3	-2
CCn1cc(C(=O)OCC(=O)Nc2cccc(C)c2)c(=O)c2ccc(C)nc21	-2	-0.3	-5	-1	-6	-13	0.2	1
COc1ccc(NC(=O)CCNC(=O)N2CC(=O)Nc3ccccc32)cc1OC	7	-0.2	-7	6	-7	-70	0.1	2
COc1ccc(CCC(=O)N2CCN(c3ccc(OC)cc3)CC2)cc1	.	1.4	-5	-7	2	-1	0.0	3
Cc1ccccc1NC(=O)c1ccc2nccnc2c1	1	-0.2	-1	4	-11	-30	-0.1	-26
CCOC(=O)CSc1nc(C)nc2c1sc1nc(C)c(C(C)=O)c(-c3ccc(OC)cc3)c12	9	.	.	.	5	-19	0.0	-6
O=C(CC1CC1)N1[C@H](CO)[C@@H](c2ccccc2)C12CN(Cc1ccncc1)C2	.	-0.1	.	.	3	-12	0.2	0
CC1=C(C(=O)N(C)C)CC(CC(=O)NCC2CCCCC2)C(=O)N1Cc1ccc(F)cc1 (configuration not stated)	-6	0.3	-2	1	-1	-15	0.1	-5
O=C(O)c1ccccc1-c1ccccc1C(=O)Nc1cccc(-c2nc3ccccc3o2)c1	4	.	30	2	-4	-8	0.0	5
Cc1cc(C(=O)N/N=C/c2ccc(-c3cccc([N+](=O)[O-])c3)o2)n[nH]1	6	.	-1	-3	7	-4	0.2	-12
COc1ccc(N2C(=O)C(F)(F)C2c2cccc(F)c2)cc1 (configuration not stated)	-11	-0.1	.	.	-6	-1	0.5	10
COc1ccc2oc3cc(C)[n+]([O-])c(-c4ccc(C)cc4)c3c2c1	10	0.4	.	2	.	.	0.0	.
CN(CCC1CCCCO1)C(=O)CCc1nnc(CCc2ccccc2)o1 (configuration not stated)	2	-0.1	35	-8	1	4	0.0	-8
N#CC(C#N)=NNc1ccc([N+](=O)[O-])cc1	-8	-0.3	.	.	-9	-32	0.1	-20
CCc1ccc(OCCCCCn2ccnc2)cc1	-4	.	10	5	-4	-13	0.2	5
O=C(CSC1c2ccccc2C(=O)N1c1ccccc1)N1CCOCC1 (configuration not stated)	.	.	5	6	-1	-20	.	3
CCC(C)NC(=O)CS(=O)Cc1nc(-c2ccccc2C)oc1C (configuration not stated)	-2	-0.3	-3	12	-5	-12	0.1	-1
C[C@H](NC(=O)CC[C@H]1O[C@@H](n2ccc(=O)[nH]c2=O)[C@H](O)[C@@H]1O)C(=O)O	-4	-0.1	-2	-19	-3	-9	0.1	6
CCOC(=O)/C=C1\CC(C(=O)OCC)Oc2ccccc21 (configuration not stated)	.	.	-4	5	-1	-11	-0.1	-4
Cc1cc2c(ncn2C)c(NS(=O)(=O)c2ccc(Cl)cc2)c1C	.	.	-8	-7	8	-5	0.1	8
Cc1ccccc1NS(=O)(=O)c1ccc(C(=O)N2CCN(c3ccccn3)CC2)cc1	-1	0.0	.	.	2	-1	0.0	6

# Compounds were not picked by outcome, and some 3% of all compounds hit somewhere here.
